# Compound activity as filed in PubChem BioAssay.
# EPAC2 antagonist: EPAC2 (human) antagonism | AID 720708 | actives 0.18% (n = 360,000) | Potency, µM (titrated, usually from 114 µM), inactives show at the top dose activity, negative = inhibition, actives largely listed as inhibitors | EPAC2 GEF exchange of Rap1B-BODIPY-GDP, fluorescence | Q8WZA2; also: potency is read from the fitted curve at half-maximal effect; % is scaled to controls: 0 for no effect and ±100 for the full control effect; nearly all actives have a fitted effect of over 45% in size; many of its hits are not listed in these tables
# CCT modulator: cytosolic chaperonin activity modulation | purified chaperonin ATPase assay, HTRF ADP detection, 30 min | activity change, % (concentration not given with the values), hits read low | actives 0.3% (n = 360,000) | AID 651819; in the data active = activity change below about -30%; also: % is scaled to controls: 0 for no effect and ±100 for the full control effect
#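 Nucleotide hydrolysis assay: TRiC at 20–40 nM final (set by batch activity) with 10 uM ATP, 30 min at 37 °C, in presence of 76 uM compound. Detection by competitive ADP HTRF, 30 min ambient.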
# EPAC2 ag: EPAC2 (human) agonism. Q8WZA2. EPAC2 activation, biochemical qHTS; response scale: 100% = 6.5 mM cAMP response. Potency, µM (titrated, usually from 154 µM), for inactives: at the highest dose activation, actives largely listed as activators. actives 0.079% (n = 360,000). AID 720711; also: potency is read from the fitted curve at half-maximal effect; nearly all actives have a fitted effect of over 50% in size
#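 EPAC2 (100 nM) mixed with Rap1B loaded with BODIPY-GDP (250 nM) plus 50 uM unlabeled GDP; compounds pinned in, 5 min RT, then read every 5 min for 30 min (ex 480, em 540 nm). Normalized to cAMP control.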
# D3 ag: D3 dopamine receptor (human) agonism. actives 0.58% (n = 410,000). max activation, %. P35462. D3R DiscoveRx beta-arrestin cells, luminescence, 90 min; in the data active = max activation above about 30%; also: 0% is about no effect; mostly tested at two doses, the higher about 12 µM
# Target sequence (P35462 whole entry, looked up): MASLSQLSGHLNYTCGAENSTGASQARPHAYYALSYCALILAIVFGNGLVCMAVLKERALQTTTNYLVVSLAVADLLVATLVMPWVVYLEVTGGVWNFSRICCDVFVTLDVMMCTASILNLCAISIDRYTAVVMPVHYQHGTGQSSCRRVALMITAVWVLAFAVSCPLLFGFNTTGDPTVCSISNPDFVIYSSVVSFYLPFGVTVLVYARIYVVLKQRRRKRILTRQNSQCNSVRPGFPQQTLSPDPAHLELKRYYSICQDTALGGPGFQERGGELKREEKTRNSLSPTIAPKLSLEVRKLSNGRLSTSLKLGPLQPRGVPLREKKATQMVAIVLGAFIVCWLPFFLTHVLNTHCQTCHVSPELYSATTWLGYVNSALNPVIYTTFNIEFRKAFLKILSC
#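 Agonist-mode cell screen: cells plated at 1500/well and incubated overnight at 37 °C, then exposed to library compounds for 90 min at 37 °C. Detection reagent was added for 30–60 min at room temperature, and luminescence was read.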
# PTHR1 ag: activates the human parathyroid hormone receptor PTHR1; Q03431; HEK293 GP2 PTHR1 cells, GloSensor cAMP luminescence, 1 h; Potency, µM (titrated, usually from 115 µM), for inactives: at the top dose activation, most hits filed as activators; actives 0.075% (n = 410,000); AID 743266; also: potency is read from the fitted curve at half-maximal effect; nearly all actives have a fitted effect of over 55% in size; some results filed as inactive show a strong effect at the top dose; inactives centre near -15; many of its hits are not listed in these tables
# Target sequence (Q03431 whole entry, looked up): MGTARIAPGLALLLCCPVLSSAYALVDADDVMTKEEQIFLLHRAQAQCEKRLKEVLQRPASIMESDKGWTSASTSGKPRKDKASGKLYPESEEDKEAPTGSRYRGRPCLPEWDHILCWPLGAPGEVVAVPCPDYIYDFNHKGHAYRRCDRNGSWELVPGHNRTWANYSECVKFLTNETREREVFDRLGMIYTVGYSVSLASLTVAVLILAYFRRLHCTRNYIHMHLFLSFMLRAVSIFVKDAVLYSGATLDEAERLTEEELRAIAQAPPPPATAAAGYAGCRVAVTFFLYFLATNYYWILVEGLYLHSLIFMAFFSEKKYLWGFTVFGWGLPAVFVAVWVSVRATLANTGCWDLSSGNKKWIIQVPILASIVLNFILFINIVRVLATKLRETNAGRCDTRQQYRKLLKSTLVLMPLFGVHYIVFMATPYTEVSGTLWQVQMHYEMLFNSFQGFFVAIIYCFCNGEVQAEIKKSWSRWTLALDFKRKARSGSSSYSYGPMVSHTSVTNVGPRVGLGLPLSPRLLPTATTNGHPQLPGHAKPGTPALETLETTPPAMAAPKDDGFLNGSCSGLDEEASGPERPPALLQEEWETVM
#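 HEK-293-derived GP2 cells expressing PTHR1 and a GloSensor cAMP reporter, 3,000/well, plated overnight, given luciferin plus IBMX (each 0.5 mM as added) for 1 h at 37 °C, then compound for 1 h at 37 °C. Luminescence was read after 15 min at room temperature.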
# pAkt inh: blocks phosphorylation of Akt | Neuro2A IGF-stimulated pAkt S473 HTRF, 20 min; hits give low values | activity change, % for hits at 50 µM | actives 0.32% (n = 360,000); in the data active = activity change below about -80%; inconclusive = mostly about -51% to -80%; also: % is scaled to controls: 0 for no effect and ±100 for the full control effect
#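 Single-point screen (50 µM final compound) in Neuro2A cells stimulated 20 min with 6 nM IGF at 37 deg C. After lysis, Ser473-phosphorylated Akt read by HTRF (ex 330 nm, em 615/665 nm) as the 665/615 ratio.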
# MmCpn inh: inhibitors of Methanococcus maripaludis chaperonin (MmCpn). AID 504842. Potency, µM (series often up to 76.9 µM), for inactives: at the highest dose activity, negative = inhibition, most hits filed as inhibitors. actives 0.031% (n = 330,000). purified Mm-Cpn ATPase, ADP Transcreener TR-FRET; also: potency is read from the fitted curve at half-maximal effect; % is scaled to controls: 0 for no effect and ±100 for the full control effect; nearly all actives have a fitted effect of over 80% in size
#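 Quantitative HTS used 25 nM Mm-CPN and 10 uM ATP in magnesium/KCl Tris buffer, pH 7.4, with 1 mM DTT. Hydrolysis ran 30 min at 37°C; ADP was read by HTRF.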
# D3 antag: antagonists of human D3 dopamine receptor | P35462 | D3R cells, DiscoveRx beta-arrestin luminescence, antagonist mode; hits give low values | max response, negative = inhibition, % | actives 2.5% (n = 360,000) | AID 652054; in the data active = max response below about -50%; inconclusive = no clear call, values can overlap the other calls; also: % is scaled to controls: 0 for no effect and ±100 for the full control effect; mostly tested at two doses, the higher about 12 µM
#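 Cells expressing the human receptor were seeded at 1500 cells/well, incubated overnight at 37 degrees C in 5% CO2, then exposed to library compounds with dopamine controls for 90 minutes at 37 degrees C before luminescent detection.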
# Active calls of the source: *; i = inactive; u = inconclusive; x = not tested or not shown; [ ] = dose if it differs, or a comment. Unless noted, calls follow the shape of the dose curve; as a rule, active = well fitted curve in the direction sought with a large enough effect; inconclusive = small, poorly fitted or top-dose-only effect, or another doubt; inactive = no such curve, though single readings can be large; an effect the other way counts as inactive or inconclusive. Not all compounds are listed; the hit share may differ from the screen's.
# Start of the data: the first 4 records (preview)
1) Cc1ccc(S(=O)(=O)N2CCOCC2)cc1C(=O)N1c2ccccc2Sc2ccccc21
2) CC(C)CC1NC(=O)N(CC(=O)c2ccc3c(c2)OCCO3)C1=O (centres undefined)
3) COC(=O)C1=C(C(C)=O)C(c2ccc(C(=O)OC)cc2)n2nnnc2N1 (centres undefined)
4) CC1(C)NC(=O)N(CC(O)COc2ccccc2[N+](=O)[O-])C1=O (centres undefined)
Assay by compound	1	2	3	4
EPAC2 antagonist	5.7%	-3.2%	2.1%[57.1 µM]	8.1%
CCT modulator	2.7	1.2	-1.9	-4.8
EPAC2 ag	25.5%	2.2%	-9.6%	4.9%
D3 ag	0.2	-4.0	-4.3	10.7
PTHR1 ag	-0.2%[57.5 µM]	i	-10.5%[57.5 µM]	i
pAkt inh	i	i	i	i
MmCpn inh	0.0%	0.2%	0.3%	2.0%
D3 antag	-3.5	0.8	-1.9	2.8

# The list itself, repeating the preview:
1) Cc1ccc(S(=O)(=O)N2CCOCC2)cc1C(=O)N1c2ccccc2Sc2ccccc21
2) CC(C)CC1NC(=O)N(CC(=O)c2ccc3c(c2)OCCO3)C1=O (centres undefined)
3) COC(=O)C1=C(C(C)=O)C(c2ccc(C(=O)OC)cc2)n2nnnc2N1 (centres undefined)
4) CC1(C)NC(=O)N(CC(O)COc2ccccc2[N+](=O)[O-])C1=O (centres undefined)
5) Nc1nc2ccccc2cc1C(=O)NCCCCc1ccccc1
6) CCOc1ccc(N2C(=O)C3Sc4[nH]c(=O)sc4C(c4ccc(OC)c(OC)c4)C3C2=O)cc1 (centres undefined)
7) C[C@@H]1CN([C@@H](C)CO)C(=O)CCCn2nncc2CO[C@@H]1CN(C)C(=O)Nc1ccc(C(C)(C)C)cc1
8) CC(=O)NC12CC3CC(C1)CC(C(=O)Nc1nccs1)(C3)C2
Assay by compound	1	2	3	4	5	6	7	8
EPAC2 antagonist	5.7%	-3.2%	2.1%[57.1 µM]	8.1%	-1.8%	-0.6%	-7.2%	6.1%
CCT modulator	2.7	1.2	-1.9	-4.8	1.0	-0.3	-14.8	0.6
EPAC2 ag	25.5%	2.2%	-9.6%	4.9%	11.1%	3.7%	-5.7%	-26.3%
D3 ag	0.2	-4.0	-4.3	10.7	4.9	-9.3	8.1	-0.2
PTHR1 ag	-0.2%[57.5 µM]	i	-10.5%[57.5 µM]	i	-24.4%	5.4%	-18.7%	i
pAkt inh	i	i	i	i	i	i	i	i
MmCpn inh	0.0%	0.2%	0.3%	2.0%	x	3.9%	x	1.7%
D3 antag	-3.5	0.8	-1.9	2.8	3.7	-1.7	0.0	-12.7

9) CN(C)c1nc(N(C)C)nc(N(C#N)CCOc2ccccc2)n1
10) CCOC(=O)C1(C)CCCCN1C(=O)c1cccs1 (centres undefined)
11) CCCC(=O)N1CCCC1(C)C(=O)NCc1c(F)ccc(C)c1F (centres undefined)
12) O=C(CO)N/N=C/c1cccc(Cl)c1Cl
13) CN(C)C(C(=O)NC1CCCCC1)c1ccc(Cl)cc1 (centres undefined)
14) O=C(Nn1c(C2CCCCC2)nc2ccccc2c1=O)c1ccc([N+](=O)[O-])cc1
15) CC1CN(S(=O)(=O)c2csc(C(=O)Nc3ccccc3)c2)CC(C)O1 (centres undefined)
16) Nc1cc(=O)[nH]c(SCC(=O)Nc2cccc(Cl)c2Cl)n1
Assay by compound	9	10	11	12	13	14	15	16
EPAC2 antagonist	-18.4%[57.1 µM]	-1.4%	-10.8%	2.1%	6.2%	-19.4%	2.0%	0.4%
CCT modulator	0.6	-1.2	0.7	-2.1	-5.9	-1.8	0.8	-0.2
EPAC2 ag	-7.2%	5.4%	12.2%	4.7%	-8.2%	0.1%	-2.6%	12.0%
D3 ag	-2.2	0.2	-3.9	-3.0	0.4	-7.0	5.3	-1.0
PTHR1 ag	-8.5%[57.5 µM]	-22.4%	-13.2%	i	-1.7%	-83.2%[inhibitor]	-33.7%[inhibitor]	i
pAkt inh	-110.6%*	i	i	i	i	i	i	i
MmCpn inh	1.8%	x	x	0.0%	-1.3%	-0.1%	3.7%	0.6%
D3 antag	27.9	20.8	-2.1	47.1	-4.5	-13.0	6.2	-2.6

17) Cc1ccc(/C=C/C(=O)c2ccc(C)cc2)cc1
18) O=C(Cn1cnc2ccccc2c1=O)NCCC(=O)Nc1ccc2c(c1)OCCO2
19) CCOC(=O)N1CCN(CC(O)COc2c(OC)cccc2OC)CC1 (centres undefined)
20) O=C(COc1ccc(Br)cc1)NC(=S)Nc1ccccc1N1CCOCC1
21) O=C(CC1C(=O)NCCN1Cc1cccc(Oc2ccccc2)c1)NCCc1cscn1 (centres undefined)
22) CCN(CCC#N)c1ccc(/C=N/Nc2nc(C)cc(=O)[nH]2)c(C)c1
23) CCN(c1cccc(C)c1)S(=O)(=O)c1cn(CC(=O)OC)c2ccc([N+](=O)[O-])cc12
24) CCN(CC(=O)Nc1ccc(OC)cc1)CC(=O)Nc1cccc(C#N)c1
Assay by compound	17	18	19	20	21	22	23	24
EPAC2 antagonist	-3.2%	6.2%	1.3%	15.8%	3.2%[57.1 µM]	-6.6%	-28.9%	3.4%
CCT modulator	0.5	-1.7	-1.3	2.0	-3.9	-3.3	-1.1	-1.3
EPAC2 ag	-1.3%	1.4%	-8.8%	-0.1%	6.3%	0.3%	5.5%	-3.9%
D3 ag	13.8	1.2	1.1	5.8	0.3	5.3	-1.7	18.4
PTHR1 ag	-48.4%[inhibitor][57.5 µM]	-2.3%	-3.2%	-68.7%[inhibitor]	-4.3%	i	i	-19.3%
pAkt inh	i	i	i	i	i	i	x	i
MmCpn inh	-1.3%	0.4%	0.4%	-2.0%	2.4%	0.0%	-2.5%	-0.8%
D3 antag	-13.4	10.4	35.6	37.6	-5.2	3.0	-15.3	-3.4

25) Cc1ccc(OCCCCCCN2CCNCC2)cc1
26) Cc1ccc(C(=O)Oc2coc(CSc3nnc(NC(=O)C4CC4)s3)cc2=O)cc1C
27) CCCNC(=O)N1CCN(S(=O)(=O)c2ccc(C)cc2)CC1
28) COc1ccc(CCN(Cc2cc3cc(C)c(C)cc3nc2Cl)C(=O)C2CC2)cc1
29) O=C(COC(=O)/C=C/c1ccc(Br)o1)NC1CCCCC1
30) Cc1ccc(-c2nc(=S)c3c(n2CC2CCCO2)CC(C)(C)OC3)cc1 (centres undefined)
31) CCc1cc(=O)oc2c(CN3CCN(C)CC3)c(O)ccc12
32) CC1CCCCN1C(=O)CCC(=O)Nc1nnc(C(F)(F)F)s1 (centres undefined)
Assay by compound	25	26	27	28	29	30	31	32
EPAC2 antagonist	-1.8%	6.2%	9.8%	-4.3%	1.9%	5.7%	10.2%	-9.0%
CCT modulator	0.7	0.0	1.4	0.8	0.9	-4.3	-2.5	-5.5
EPAC2 ag	12.4%	-10.3%	-5.0%	19.4%	6.5%	8.1%	2.2%	-5.7%
D3 ag	-1.1	2.4	-1.9	-10.2	-9.2	1.0	11.6	-2.1
PTHR1 ag	-22.4%	i	i	-6.1%[57.5 µM]	-45.9%[inhibitor]	i	i	-1.5%
pAkt inh	i	i	i	i	i	u	i	x
MmCpn inh	x	-1.8%	1.0%	-0.7%	-0.8%	-0.2%	-10.5%	-3.9%
D3 antag	4.0	-3.9	12.1	-18.5	-24.9	-4.1	-16.3	6.0

33) COc1ccccc1-c1cnc(C(O)c2ccc(CN3CCCCC3)cc2)[nH]1 (centres undefined)
34) O=C(COC(=O)CNC(=O)c1ccccc1Cl)Nc1ncc(C(F)(F)F)cc1Cl
35) CCn1c(CSc2nc3ccccc3s2)nnc1SCC(=O)c1ccc(O)c(O)c1
36) CCCCS(=O)(=O)Nc1ccc(N2CCOCC2)c(S(=O)(=O)N2CCOCC2)c1
37) COc1ccc(-n2nnnc2S(=O)(=O)CC(=O)N2CCCCC2)cc1
38) COc1ccc(CN2CCNC(=O)C2CC(=O)N(C)Cc2ccno2)c(F)c1 (centres undefined)
39) CC(=O)N1CCN(c2ccc(NCc3ccco3)cc2)CC1
40) C=C(C)CN(CC)C(=O)CN1C(=O)NC(C)(c2ccc3ccccc3c2)C1=O (centres undefined)
Assay by compound	33	34	35	36	37	38	39	40
EPAC2 antagonist	17.8%	18.2%	-1.6%	18.4%	-8.8%	-16.9%	1.8%	18.1%
CCT modulator	-1.9	-0.8	-1.4	1.1	1.5	-3.8	x	-0.9
EPAC2 ag	9.4%	7.3%	6.5%	5.9%	10.3%	-7.8%	8.2%	2.2%
D3 ag	-25.2	2.6	12.5	-7.5	-9.3	1.9	x	-2.1
PTHR1 ag	-12.2%	i	-3.3%[57.5 µM]	-4.3%	-5.7%	i	-23.3%	-22.3%
pAkt inh	i	i	i	i	i	i	x	i
MmCpn inh	x	-0.4%	-0.5%	-1.8%	-0.9%	-0.7%	-3.5%	2.4%
D3 antag	u	4.2	9.0	0.2	-98.4*	13.4	x	-16.1

# An excerpt from above, limited to CCT modulator and PTHR1 ag:
nr | mol | CCT modulator | PTHR1 ag
33 | COc1ccccc1-c1cnc(C(O)c2ccc(CN3CCCCC3)cc2)[nH]1 (centres undefined) | -1.9 | -12.2%
34 | O=C(COC(=O)CNC(=O)c1ccccc1Cl)Nc1ncc(C(F)(F)F)cc1Cl | -0.8 | i

# (list continues)
41) CCN1CCN(C(=O)C2c3cc(OC)c(OC)cc3C(=O)N(C)C2c2ccc(SC)cc2)CC1 (centres undefined)
42) COc1cccc(C(=O)N/N=C2\SCC(=O)N2Cc2ccc3c(c2)OCO3)c1
43) CCc1noc(C)c1C(=O)Nc1sc(C(=O)N(C)C)c(C)c1C#N
44) COc1ccc(-c2nc(C#N)c(NCCc3ccccc3)o2)cc1OC
45) O=S(=O)(c1cccc(F)c1)N1CCN(Cc2ccc3c(c2)OCO3)CC1
46) CCCCOc1ccccc1C1C(C(N)=O)=C(C)Nc2nnnn21 (centres undefined)
Assay by compound	41	42	43	44	45	46
EPAC2 antagonist	4.5%	1.2%	9.4%	13.0%	-24.0%	12.7%
CCT modulator	0.5	1.6	2.3	2.5	-3.8	1.3
EPAC2 ag	4.2%	16.9%	3.5%	23.0%	15.6%	4.5%
D3 ag	0.8	15.6	-10.3	-3.8	-4.5	4.0
PTHR1 ag	i	-5.3%	i	-11.8%[57.5 µM]	-16.4%[57.5 µM]	-3.3%[57.5 µM]
pAkt inh	i	i	i	i	i	x
MmCpn inh	0.0%	-0.6%	x	-0.7%	-1.2%	2.5%
D3 antag	31.9	-10.6	-19.5	0.0	5.7	31.0
